ALDH1A1 block: qHTS Assay for Inhibitors of Aldehyde Dehydrogenase 1 (ALDH1A1). Aldehyde dehydrogenase 1A1 (Homo sapiens), P00352. Purified ALDH1A1, NADH fluorescence, propionaldehyde substrate. Potency, µM (top dose mostly 75.3 µM), without a hit: top-dose activity, negative = inhibition, hits mostly inhibitors. 220,000 compounds, 7.3% hits. AID 1030, 2008; active = well fitted inhibition curve with a large enough effect, not every such curve was filed as active; inconclusive = small, poorly fitted or top-dose-only effect, or another doubt; inactive = no such curve, though single readings can be large or run the other way;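 note: plate controls were no enzyme wells and a reference inhibitor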
JMJD2E inh: qHTS Assay for Inhibitors of Human Jumonji Domain Containing 2E (JMJD2E). Potency, µM (highest dose often 57.1 µM), without a hit: top-dose activity change, negative = inhibition, most hits filed as inhibitors. JMJD2E catalytic domain, FDH-coupled NADH fluorescence (FDH is formaldehyde dehydrogenase). 230,000 compounds, 1.6% hits. Lysine-specific demethylase 4E (Homo sapiens), B2RXH2. AID 2147, 2009; active = well fitted inhibition curve with a large enough effect, not every such curve was filed as active; inconclusive = small, poorly fitted or top-dose-only effect, or another doubt; inactive = no such curve, though single readings can be large or run the other way;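 note: 0% = wells with enzyme and -100% = buffer wells without enzyme; nearly all actives have a fitted effect of over 50% in size; many of its hits are not listed in these tables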
Target sequence (B2RXH2 1-337 limits assumed): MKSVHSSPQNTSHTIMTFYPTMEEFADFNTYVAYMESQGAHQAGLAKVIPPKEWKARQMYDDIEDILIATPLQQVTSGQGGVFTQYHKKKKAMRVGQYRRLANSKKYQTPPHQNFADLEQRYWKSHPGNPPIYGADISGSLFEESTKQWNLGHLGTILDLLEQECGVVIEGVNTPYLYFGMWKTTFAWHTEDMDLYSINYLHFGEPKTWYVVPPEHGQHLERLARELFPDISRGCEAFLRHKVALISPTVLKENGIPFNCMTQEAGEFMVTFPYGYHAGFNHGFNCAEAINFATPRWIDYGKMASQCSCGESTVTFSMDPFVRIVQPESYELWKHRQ
SMN2 splice up: qHTS Assay for Enhancers of SMN2 Splice Variant Expression | AID 1458, 2008 | HEK293 SMN2-luciferase splicing reporter, luminescence, 30-36 h | 210,000 compounds, 2.8% hits | Potency, µM (highest dose often 46.1 µM), for inactives: top-dose activity change, positive = activation, hits mostly activators; note: % of control where 0% means no effect; nearly all actives have a fitted effect of over 55% in size
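HEK293 cells carry an SMN2 minigene-luciferase reporter in which exon 7 inclusion puts luciferase in frame. Cells were seeded at 2000 cells/well, attached for 10-12 hours, then exposed to compounds for 30-36 hours at 37C before ONE-Glo luminescence.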
GoLoco inh red: qHTS Assay for Inhibitors of RGS12 GoLoco Motif Activity (Red Fluorophore); Potency, µM (top dose mostly 61.6 µM), for inactives: top-dose activity, negative = inhibition, hits mostly inhibitors; Gai1:RGS12 GoLoco peptide FP, rhodamine, 10 min; Guanine nucleotide-binding protein G(i) subunit alpha-1 (Homo sapiens), P63096; AID 880, 2007; 230,000 compounds, 0.44% hits; active = well fitted inhibition curve with a large enough effect, not every such curve was filed as active; inactive = no such curve, though single readings can be large or run the other way; note: % is set by controls: 0 for no effect and ±100 for the full control effect; nearly all actives have a fitted effect of over 30% in size; many of its hits are not listed in these tables
RECQ1 helicase: qHTS Assay for Inhibitors of RecQ-Like Dna Helicase 1 (RECQ1); ATP-dependent DNA helicase Q1 (Homo sapiens), P46063; RECQ1 DNA unwinding, red fluorescence kinetic read; Potency, µM (series often up to 57.3 µM), for inactives: at the highest dose activity, negative = inhibition, usual class: inhibitors; 240,000 compounds, 0.54% hits; AID 2549, 2010;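 note: plate controls were vehicle for no effect and no enzyme for full effect; nearly all actives have a fitted effect of over 30% in size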
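50 nM RECQ1T1 preincubated 15 min with compound in Tris pH 8.0 buffer with MgCl2, DTT, Tween-20 and 2.5 ug/ml poly(dI-dC); started with 200 nM TAMRA/BHQ-2 forked duplex and 2 mM ATP. Unwinding read as fluorescence (525/598 nm), two reads 2 h apart.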
TR SRC2 fluor cs: Total Fluorescence Counterscreen for Inhibitors of the Interaction of Thyroid Hormone Receptor and Steroid Receptor Coregulator 2. TRb/SRC2 Texas Red total fluorescence interference. AID 1479, 2009. 280,000 compounds, 0.29% hits. Potency, µM (highest dose often 106 µM), without a hit: top-dose fluorescence change, negative = quenching; active = well fitted curve in either direction with a large enough effect; inconclusive = small, poorly fitted or top-dose-only effect; note: % is set by controls: 0 for no effect and ±100 for the full control effect
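Human TRβ ligand-binding domain (0.6 uM) and Texas Red SRC2 peptide (20 nM) in Tris buffer with 1 uM T3 and 5% DMSO were incubated with pinned compound for 5 hr at ambient temperature. Total fluorescence was computed as S + 2P (555/632 nm).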
TRb SRC2 PPI: qHTS for Inhibitors of the Interaction of Thyroid Hormone Receptor and Steroid Receptor Coregulator 2; Thyroid hormone receptor beta (Homo sapiens), P10828; TRbeta-SRC2 peptide binding, fluorescence polarization; receptor liganded with 1 µM T3; Potency, µM (highest dose often 106 µM), for inactives: at the highest dose activity change, negative = inhibition, hits mostly inhibitors; 280,000 compounds, 0.065% hits; AID 1469, 2008;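 note: plate controls were bound peptide for no effect and peptide without receptor for full effect; nearly all actives have a fitted effect of over 50% in size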
Target sequence (P10828 whole entry, looked up): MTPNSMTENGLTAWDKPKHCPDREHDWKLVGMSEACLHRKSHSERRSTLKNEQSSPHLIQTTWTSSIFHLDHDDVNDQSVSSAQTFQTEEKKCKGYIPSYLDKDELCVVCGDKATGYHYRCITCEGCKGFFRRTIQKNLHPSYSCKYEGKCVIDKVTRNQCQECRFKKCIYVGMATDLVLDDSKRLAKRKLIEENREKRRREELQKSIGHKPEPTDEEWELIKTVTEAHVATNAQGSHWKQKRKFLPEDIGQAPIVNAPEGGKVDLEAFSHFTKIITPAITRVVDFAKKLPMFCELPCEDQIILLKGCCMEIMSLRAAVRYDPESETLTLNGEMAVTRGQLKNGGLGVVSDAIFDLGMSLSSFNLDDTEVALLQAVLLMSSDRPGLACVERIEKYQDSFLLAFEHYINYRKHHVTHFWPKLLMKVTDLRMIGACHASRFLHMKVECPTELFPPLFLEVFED
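TRb LBD 0.6 uM + Texas Red SRC2 peptide 20 nM, 1 uM T3, Tris buffer w/ 5% DMSO; compound pinned, 5 h RT; FP read ex 555/em 632; normalized to unbound and bound controls.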
Lamin A splicing: qHTS Assay for Modulators of Lamin A Splicing; Potency, µM (titrated, usually from 46.1 µM), without a hit: at the highest dose ratio change, negative = inhibition, hits mostly inhibitors; AID 1487, 2009; 200,000 compounds, 0.01% hits; HeLa LMNA splicing GFP/RFP minigene ratio, 48 h; active = well fitted inhibition curve with a large enough effect in the signal ratio, with a control signal flat, not every such curve was filed as active; inconclusive = small, poorly fitted or top-dose-only effect, or effect the other way, or a change in a side signal; the % refers to the signal ratio; note: % is set by controls: 0 for no effect and ±100 for the full control effect
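S3 HeLa stable clones carrying a lamin A-EGFP splicing minigene plus DsRed2 were seeded at 600 cells/well in Opti-MEM with 2% FBS, pin-dosed and incubated 48 h at 37°C. Acumen cytometry (488 nm) gave the GFP/RFP total-intensity ratio.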
Starred values were filed as active, the others as inactive; i = inactive; ? = inconclusive; · = not tested or not shown; [ ] = dose if it differs, or a comment. Unless noted, calls come from the whole dose curve; as a rule, active = well fitted curve in the direction sought with a large enough effect; inconclusive = small, poorly fitted or top-dose-only effect, or another doubt; inactive = no such curve, though single readings can be large; an effect the other way counts as inactive or inconclusive. Potency is the fitted concentration of half-maximal effect. Some of the compounds tested (hit frequency here may not be typical).

SMILES	ALDH1A1 block	JMJD2E inh	SMN2 splice up	GoLoco inh red	RECQ1 helicase	TR SRC2 fluor cs	TRb SRC2 PPI	Lamin A splicing
NC(=O)c1cc(NC(=O)CCCc2nc3ccccc3s2)cc(C(N)=O)c1	·	-1%	·	3%	-2%	-1%	-7%	·
CCCCc1nc(Cl)c(C#N)c2c1CCCC2	?	-2%	-11%	-7%	-14%	0%	1%	16%
C=CCNC(=S)NNC(=O)CCC(O)COCCC(C)C (stereo not given)	5%	11%	-25%	7%	-16%	0%	-3%	23%[46 µM]
COc1ccc(N2CCN(CCNC(=O)CCS(=O)(=O)c3cccc4nsnc34)CC2)cc1	?	-9%	-13%	2%	-2%	-2%	-3%	-8%
COC(=O)c1ccccc1OCCOc1ccccc1C(=O)OC	13%	0%	-5%	-2%	i	-5%	-3%	1%
CSc1ccc(Cc2ccc(Cl)cc2Cl)nn1	8%	1%	-11%	0%	-11%	1%	-6%	?
C=CCOc1c(CNc2ccc(S(N)(=O)=O)cc2)cccc1OC	13%	-12%	-18%	-15%	-10%	-7%	10%	?
O=C(NCC(c1cccnc1)N1CCN(c2ccc(F)cc2)CC1)c1ccc(F)cc1 (stereo not given)	32µM*	-3%	-95%[inhibitor]	45%[activator]	6%	1%	6%	?
COC(=O)c1cc(-c2c(C)oc3cc(O)ccc3c2=O)c(C)o1	?	1%	-3%	0%	-2%	-4%	-3%	-12%
CC1CC(=O)Nc2ccccc2N1S(=O)(=O)c1cccc(F)c1 (stereo not given)	·	-3%	·	-3%	-9%	1%	-5%	·
Cc1ccc(C(=O)N/C(=C/c2cccs2)C(=O)N2CCCCCC2)cc1	?	-5%	21%	-4%	-2%	0%	1%	-1%
O=C(NCc1ccccc1)c1ncn[nH]1	·	-17%	·	1%	0%	-1%	-1%	·
O=C(CN1CCOCC1)Nc1c2c(nc3c1CCC3)CCC2	2%	-8%	16%	0%	-2%	1%	10%	6%[0.0737 µM]
CCn1c(SCC(=O)Nc2cc(NC(C)=O)ccc2OC)nnc1-c1ccccn1	1%	5%	-15%	-6%	i	-4%	-1%	-7%
O=C(COc1ccccc1)Nc1ccc(S(=O)(=O)NCc2ccco2)cc1	17%	5%	-8%	1%	-1%	-1%	3%	2%
O=C(CSc1nc2ccccc2n1-c1ccccc1)Nc1ncc(Cl)cc1Cl	2%	-6%	4.5µM*	15%	-7%	0%	14%	?
Cc1cc(C)c2cc(CN(CCO)C(=O)Nc3ccc(Cl)cc3)c(=O)[nH]c2c1	?	?	?	-3%	-8%	-5%	-12%	10%
Cc1ccc(Cn2ncc3c(N4CCN(C)CC4)ncnc32)cc1	2%	-4%	-14%	10%	i	1%	-7%	·
CC(C)c1nnc(NC(=O)CSc2nc3ccccc3[nH]2)s1	-14%	4%	-18%	13%	-3%	-9%	-3%	·
Cc1cc(C)n(CCNC(=O)CC2C(=O)NCCN2CC2CCCCC2)n1 (stereo not given)	-6%	-10%	-10%	-12%	2%	-1%	-7%	6%[46 µM]

Single values from the list.
In ALDH1A1 block, CC(C)c1nnc(NC(=O)CSc2nc3ccccc3[nH]2)s1 is listed with -14%
In ALDH1A1 block, O=C(CN1CCOCC1)Nc1c2c(nc3c1CCC3)CCC2 is listed with 2%
In TRb SRC2 PPI, Cc1ccc(C(=O)N/C(=C/c2cccs2)C(=O)N2CCCCCC2)cc1 is listed with 1%

A different layout for some results above.
| smiles | ALDH1A1 block | JMJD2E inh | SMN2 splice up | GoLoco inh red | RECQ1 helicase | TR SRC2 fluor cs | TRb SRC2 PPI | Lamin A splicing |
| --- | --- | --- | --- | --- | --- | --- | --- | --- |
| CCCCc1nc(Cl)c(C#N)c2c1CCCC2 | ? | -2% | -11% | -7% | -14% | 0% | 1% | 16% |
| C=CCNC(=S)NNC(=O)CCC(O)COCCC(C)C (stereo not given) | 5% | 11% | -25% | 7% | -16% | 0% | -3% | 23%[46 µM] |
| COc1ccc(N2CCN(CCNC(=O)CCS(=O)(=O)c3cccc4nsnc34)CC2)cc1 | ? | -9% | -13% | 2% | -2% | -2% | -3% | -8% |
| COC(=O)c1ccccc1OCCOc1ccccc1C(=O)OC | 13% | 0% | -5% | -2% | i | -5% | -3% | 1% |
| CSc1ccc(Cc2ccc(Cl)cc2Cl)nn1 | 8% | 1% | -11% | 0% | -11% | 1% | -6% | ? |
| C=CCOc1c(CNc2ccc(S(N)(=O)=O)cc2)cccc1OC | 13% | -12% | -18% | -15% | -10% | -7% | 10% | ? |

Next records
SMILES	ALDH1A1 block	JMJD2E inh	SMN2 splice up	GoLoco inh red	RECQ1 helicase	TR SRC2 fluor cs	TRb SRC2 PPI	Lamin A splicing
CCOC(=O)CSc1nnc(CNC(=O)c2cc(OC)c(OC)c(OC)c2)n1C	2%	0%	·	·	-4%	-5%	7%	2%
O=S(=O)(Cc1ccccc1)N1CCCC1	3%	4%	-18%	2%	i	-2%	-15%	7%
COC1CCCCC1Nc1cc(C)cc(C)c1 (stereo not given)	?	?	-14%	-4%	i	1%	5%	23%
COC(=O)CCCC1=CC2=C(c3ccccc3)C(=O)C(C)(OC(=O)C3CCCC3)C(=O)C2=CN1CCc1c[nH]c2ccccc12 (stereo not given)	3.2µM*	?	-4%[9.22 µM]	16%[14.2 µM]	8%[11.5 µM]	-1%[11.2 µM]	-6%[11.2 µM]	-15%[9.22 µM]
C#CCOCCOCCOCCNc1nc(N2CCOCC2)nc(N2CCN(C(=O)[C@H](CCC(=O)O)n3cc(C(N)[C@H](C)CC)nn3)CC2)n1 (stereo not given in full)	?	4%	·	2%	-2%	-3%	-5%	·
COc1cc(SC)ccc1C(=O)Nc1ccc(Cl)cn1	-8%	?	·	16%	i	1%	8%	-4%[46 µM]
O=C1COc2ccc(C(=O)/C=C/c3ccccc3)cc2N1	?	1%	9%	-7%	-10%	-2%	6%	?
CCC(=NCc1ccc(Cl)c(Cl)c1)c1nc(-c2ccco2)oc1O	-11%	-16%	-54%[inhibitor]	-1%	-8%	-1%	12%	?
CNCC[C@H](Oc1ccccc1OC)c1ccccc1	1%	2%	-13%[20.6 µM]	10%	-3%	0%	-5%	?
CCOC(=O)C1(Cc2ccc(OC)cc2)CCN(C(=O)c2ccoc2C)CC1	?	-4%	-1%	3%	i	-1%	-1%	-6%[46 µM]
COc1cc(Cl)c(C)cc1NC(=O)CSC	-14%	1%	-14%	9%	-5%	-4%	4%	2%
NS(=O)(=O)c1ccc(CNC(=O)/C=C/c2cccc(Cl)c2)cc1	-7%	8%	-1%	5%	-3%	4%	0%	-8%
Cc1ccc(C(=O)COc2ncnc3cc(Cl)ccc23)cc1	·	2%	·	7%	-3%	2%	-5%	·
Cc1ccc(N(CCC(=O)O)S(=O)(=O)c2ccc(C)cc2)cc1	5%	5%	-21%	-5%	-7%	-1%	-5%	-1%
CCCS(=O)(=O)c1c(S(=O)(=O)CCC)c2c(C)cccn2c1C(=O)OC	?	?	-7%	1%	-3%	-1%	1%	9%
Cc1nc2ccccc2n1CC(=O)OCC(=O)NCc1ccccc1	-1%	5%	17%	10%	i	0%	-2%	10%[46 µM]
N#C/C(=C1/CCCCCN1)c1nnc2n1CCCCC2	-9%	1%	15%	7%	-2%	0%	1%	-2%
COc1ccc(CN(C)C(C)C(=O)NC2CCCc3ccccc32)cc1 (stereo not given)	-6%	-13%	7%	-10%	-12%	-6%	-8%	·
COc1ccccc1OCc1ccc(C(=O)Nc2ccncc2)o1	-1%	6%	-74%[inhibitor]	3%	-3%	-1%	0%	?
N#Cc1nc(-c2ccccc2)oc1NCCCn1ccnc1	?	3%	-37%[inhibitor]	9%	i	-2%	-1%	·
CC(C)C12CN3CC(C(C)C)(CN(C1)C3c1ccc3c(c1)OCO3)C2=O (stereo not given)	7.9µM*	10%	-33%[inhibitor]	5%	0%	-2%	7%	6%
Cc1noc(C)c1C(=O)OCC(=O)Nc1cc(S(=O)(=O)N2CCOCC2)ccc1Cl	4%	7%	10%	5%	-17%	-3%	1%	-15%[46 µM]
O=c1n(-c2ccccc2)c(=O)n2n1CC[C@H]1/C(=N\OCc3ccccc3)[C@H]3O[C@@H]3[C@@H](O)[C@@H]12	3%[13.5 µM]	·	·	·	i[11.5 µM]	4%[11.2 µM]	0%[11.2 µM]	·
CN(C)c1ccc(-c2cc(NCc3cccnc3)ncn2)cc1	?	?	10µM*	1%	-17%	-6%	1%	4%
C/C(CC(=O)Nc1ccc(Cl)cc1)=N\NC(=O)C(=O)NCCO	3%	-17%	-6%	8%	-7%	-2%	1%	-5%
CCC(C(=O)OCC(=O)Nc1ccccc1-c1ccccc1)c1ccccc1 (stereo not given)	-6%	1%	-2%	10%	-9%	0%	6%	4%
